# Bioassay records from PubChem BioAssay.
# D1 antagonist = Antagonist of Human D 1 Dopamine Receptor: qHTS; activity change, negative = inhibition, % at 10 µM; D(1A) dopamine receptor (Homo sapiens), P21728; HEK293 TREx D1 cells, calcium flux, dopamine EC80; hits give low values; 360,000 compounds, 3.2% hits; in the data active = activity change below about -30%; note: % is set by controls: 0 for no effect and ±100 for the full control effect
#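 HEK293 T-REx cells expressing inducible, force-coupled D1 receptor; no-wash Ca dye, 30–90 min RT. Cmpd → 180 s read at 1 Hz → EC80 DA → 180 s read.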
# RXFP1 antagonist = qHTS Assay for Antagonists of the Relaxin Receptor RXFP1 | HEK293-RXFP1, relaxin-stimulated cAMP HTRF, 30 min; hits give low values | activity change, negative = inhibition, % at 57.5 µM | 350,000 compounds, 0.59% hits;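 active = activity change of -60% or lower, but not beyond a set lower limit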; note: % is set by controls: 0 for no effect and ±100 for the full control effect
# GRP78 ERSR act = qHTS for Inducers of the Endoplasmic Reticulum Stress Response (ERSR) in Human Glioma: qHTS; U87-MG GRP78 promoter luciferase reporter, 16 h; Potency, µM, for inactives: at the top dose activation, most hits filed as activators; 420,000 compounds, 0.02% hits; AID 602332, 2012; note: potency is the fitted concentration of half-maximal effect; series mostly up to about 76 µM; % of control where 0% means no effect; nearly all actives have a fitted effect of over 35% in size
#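 Stably transfected U87-MG glioma cells carrying a GRP78-based luciferase sensor; 16 h compound incubation. Luminescence end-point read 10 min after Bright-Glo addition at room temperature.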
# RXFP1 ag = qHTS Assay for Agonists of the Relaxin Receptor RXFP1 | Relaxin receptor 1 (Homo sapiens), Q9HBX9 | HEK293T-RXFP1 cAMP TR-FRET, 30 min; response scale: percent of porcine relaxin response, buffer zero | Potency, µM (series often up to 57.5 µM), inactives show top-dose activation, most hits filed as activators | 370,000 compounds, 0.3% hits | AID 2676, 2010; note: potency is the fitted concentration of half-maximal effect; % is set by controls: 0 for no effect and ±100 for the full control effect; nearly all actives have a fitted effect of over 60% in size; many of its hits are not listed in these tables
#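 cAMP rise read by TR-FRET after 30 min, 37C compound exposure (up to 58 uM) in RXFP1-transfected HEK293 cells with Ro 20174 present. EC50 from Hill-equation fits, with 29 nM porcine relaxin as 100% and buffer as basal.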
# D1 ag = Allosteric Agonists of the Human D1 Dopamine Receptor: qHTS | AID 504660, 2011 | 360,000 compounds, 1% hits | D(1A) dopamine receptor (Homo sapiens), P21728 | HEK293 T-REx D1 cells, calcium flux, agonist mode | activation, % at 2 µM; in the data active = activation above about 30%; note: 0% is about no effect
#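 Agonism was scored from calcium flux recorded over 180 s (1 read/s) after pintool compound addition, following a 10-cycle baseline. Cells were inducible force-coupled HEK293 TREx D1, plated overnight at 30 C and loaded with no-wash calcium dye.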
# Vif-APOBEC3G blk = qHTS for Inhibitors of Vif-A3G Interactions: qHTS; HeLa A3G-eYFP + Vif (tagged APOBEC3G with the HIV-1 protein that degrades it), YFP fluorescence, overnight; 410,000 compounds, 0.076% hits; Potency, µM (series often up to 46.1 µM), without a hit: at the highest dose activity, negative = active, most hits filed as inhibitors; AID 602310, 2012; DNA dC->dU-editing enzyme APOBEC-3G (Homo sapiens), Q9HC16;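 note: potency is the fitted concentration of half-maximal effect; % is set by controls: 0 for no effect and ±100 for the full control effect; nearly all actives have a fitted effect of over 60% in size; hits raise eYFP signal because A3G escapes Vif-driven loss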
# Target sequence (Q9HC16 whole entry, looked up): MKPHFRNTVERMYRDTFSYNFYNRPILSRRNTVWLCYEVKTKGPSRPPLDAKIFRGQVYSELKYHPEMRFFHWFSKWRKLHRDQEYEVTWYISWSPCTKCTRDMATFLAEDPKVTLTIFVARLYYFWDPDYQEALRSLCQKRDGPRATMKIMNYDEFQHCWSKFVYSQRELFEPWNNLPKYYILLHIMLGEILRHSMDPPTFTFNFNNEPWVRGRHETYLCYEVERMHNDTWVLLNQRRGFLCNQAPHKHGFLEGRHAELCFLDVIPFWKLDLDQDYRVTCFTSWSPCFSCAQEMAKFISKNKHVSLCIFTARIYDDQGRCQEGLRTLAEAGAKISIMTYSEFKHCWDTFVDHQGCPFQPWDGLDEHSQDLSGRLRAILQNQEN
#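 HeLa cells stably expressing Vif and C-terminally eYFP-tagged A3G, seeded overnight at 37 deg C, then exposed to compound by pintool overnight at 37 deg C. Rise in yellow fluorescence (Ex 488/Em 500-530, Acumen) marks blocked Vif-driven A3G degradation.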
# D1 PAM = Potentiators of Human D1 Dopamine Receptor: qHTS; D(1A) dopamine receptor (Homo sapiens), P21728; HEK293 TREx D1 cells, calcium flux, dopamine EC20 potentiation; potentiation, % at 10 µM; 360,000 compounds, 0.036% hits; AID 504651, 2011; in the data active = potentiation above about 30%; note: 0% is about no effect
# Vif-A3F inh = qHTS for Inhibitors of Vif-A3F Interactions: qHTS; HeLa A3F-eYFP + Vif (tagged APOBEC3F with the HIV-1 protein that degrades it), YFP fluorescence increase; Potency, µM (series often up to 46.1 µM), for inactives: at the top dose activity, negative = active; 390,000 compounds, 0.2% hits; note: potency is the fitted concentration of half-maximal effect; % of control where 0% means no effect; nearly all actives have a fitted effect of over 65% in size
#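 Fluorescence increase (Ex 488/Em 500-530) after overnight compound treatment at 37 deg C flags inhibition of Vif-driven A3F-eYFP loss in stable HeLa A3F-eYFP/Vif cells seeded overnight beforehand.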
# D2 PAM = HTS Assay for Positive Allosteric Modulators of the Human D2 Dopamine Receptor: Primary Screen for Potentiators; D(2) dopamine receptor (Homo sapiens), P14416; HEK293 T-REx D2, calcium flux, EC20 dopamine potentiation; potentiation, % at 10 µM; 340,000 compounds, 0.34% hits; AID 485347, 2010;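 active = potentiation over 3 SD above the plate norm, cut at about 30% in these data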; note: 0% is about no effect
# Target sequence (P14416 whole entry, looked up): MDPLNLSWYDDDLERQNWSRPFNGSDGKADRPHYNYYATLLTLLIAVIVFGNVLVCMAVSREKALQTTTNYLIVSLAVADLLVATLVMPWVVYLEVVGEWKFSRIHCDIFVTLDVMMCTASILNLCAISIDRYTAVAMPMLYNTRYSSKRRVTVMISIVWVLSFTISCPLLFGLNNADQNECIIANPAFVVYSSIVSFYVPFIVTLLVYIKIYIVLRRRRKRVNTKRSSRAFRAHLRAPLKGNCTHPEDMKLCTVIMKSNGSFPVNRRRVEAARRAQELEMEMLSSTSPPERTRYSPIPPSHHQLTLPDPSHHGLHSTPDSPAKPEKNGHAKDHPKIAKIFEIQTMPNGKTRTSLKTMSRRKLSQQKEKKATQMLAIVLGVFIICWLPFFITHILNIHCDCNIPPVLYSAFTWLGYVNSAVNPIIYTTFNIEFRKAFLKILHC
#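 Potentiation of an EC20 dopamine calcium response measured kinetically over 180 s, after a preceding 180 s compound-only read flagging agonists. Cells: inducible Hek293 Trex D2 line, 4000/well, cultured overnight at 30 C before dye loading.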
# * = called active by the depositor; nt = no result given; & = joins results of further samples. Unless noted, calls come from the whole dose curve; as a rule, active = well fitted curve in the direction sought with a large enough effect; inconclusive = small, poorly fitted or top-dose-only effect, or another doubt; inactive = no such curve, though single readings can be large; an effect the other way counts as inactive or inconclusive. Only part of the results is shown (hit frequency here may not be typical).
# Fields – D1 antagonist | RXFP1 antagonist | GRP78 ERSR act | RXFP1 ag | D1 ag | Vif-APOBEC3G blk | D1 PAM | Vif-A3F inh | D2 PAM
O=C(NC1CC1)c1cccc(NC(=O)c2cn3ccccc3n2)c1
    -1 | 0 | 2% | 7.2% | 2 | -7% | -6 | -1% | -8
CCOC(=O)[C@H]1[C@H]2COc3cc(OC)ccc3[C@@H]2N2C(=O)c3cc(OC)c(OC)cc3NC(=O)[C@@]12C
    0 | nt | 0% | 0.3% | 4 | 3% | -2 | -6% | 6
Cc1ccc(/C=N/N2CCN(Cc3ccccc3)CC2)o1
    1 | -13 | 1% | -1.2% | 3 | 0% | -4 | -6% | 9
Cc1ccnc2nc(C(=O)NCc3cccs3)nn12
    18 | -7 | 0% | 3.9% | 1 | 0% | -9 | 1% | -3
CC1=NNC(=O)C1CCC(=O)N/N=C(\C)c1ccc(Cl)cc1 (configuration not stated)
    15 | -2 | -4% | -0.2% | 3 | 1% | 0 | -2% | -2
CCC1Sc2ccc(S(=O)(=O)CCC(=O)Nc3cccc(Br)c3)cc2NC1=O (configuration not stated)
    4 | 0 | -1% | -0.2% | 3 | 2% | -8 | -13% | -5
Cc1cc(C)c2nc(-c3ccco3)cc(C(=O)O)c2c1
    10 | -19 | -4% | 12% | 1 | 2% | -2 | -5% | -2
COC1CCN(Cc2c(C(=O)N3C[C@@H](C)O[C@@H](C)C3)nc3ccc(Cl)cn23)CC1
    16 | 0 | -1% | -1.4% | 3 | -5% | -2 | -1% | 5
COc1ccc(C2N=C(c3ccccc3)C(C)(C)N2O)cc1OC (configuration not stated)
    8 | 12 | -2% | 1.0% | 3 | 0% | -7 | -5% | 4
Cc1ccccc1NC(=O)C[n+]1cc(-c2ccccc2)n2c1CCC2
    -10 | 3 | -1% | 0.8% | 1 | 3% | -4 | -8% | nt
CCc1ccc(NC(=O)N2CCCCCC2)cc1
    14 | 4 | -3% | -0.8% | 2 | 0% | -1 | 1% | 3
CC(C)(C)C(=O)Cn1nnc(-c2ccc(C(F)(F)F)cc2)n1
    1 | -2 | 3% | 1.7% | 0 | 2% | -4 | 0% | -6
Nc1nc(-c2ccccc2)[nH]c(=O)c1N
    -12 | -7 | -3% | 2.9% | 8 | 2% | -4 | 4% | -9
CC(C)OC(=O)CN1C(=O)C(=O)c2ccccc21
    5 | -2 | 0% | 0.6% | 0 | -7% | 2 | 1% | 0
Brc1ccccc1OCCCn1cnc2ccccc21
    -16 | -5 | 9% | 1.4% | 4 | 4% | -6 | 2% | nt
NC(=O)C1CCN(CCS(=O)(=O)c2ccc(Cl)cc2)CC1
    -16 | 7 | -7% | -0.4% | 3 | -10% | -2 | -10% | -3
CC(CCc1ccc(O)cc1)N(C)CCc1ccccc1 (configuration not stated)
    -52* | 18 | -3% | -0.1% | 5 | -1% | -8 | 4% | -25
CCC1C2CN(C(C)=O)CC=C2C(C#N)=C(N)C1(C#N)C#N (configuration not stated)
    -1 | -1 | -7% | 0.5% | 2 | -1% | -11 | 1% | 11
CCOC(=O)C1(C#N)Cc2ccccc2C1
    nt | -4 | -3% | nt | nt | 1% | nt | -11% | nt
CC(C)CCN1CC(C(=O)N2CCN(c3ccc(F)cc3)CC2)CC1=O (configuration not stated)
    1 | -9 | -4% | -2.9% | 1 | -5% | -4 | -6% | 0
COc1ccc(N(C(C)=O)S(=O)(=O)c2cccc3cccnc23)cc1
    -21 | -7 | -4% | -0.6% | 3 | 1% | -1 | 0% | -5
O=C(c1ccc(F)cc1)c1ccc(N2CCCC2)cc1
    -16 | -18 | 1% | 5.0% | -1 | -3% | -4 | 11% | -6
CN(CC(=O)NC1CCCCC1)S(=O)(=O)c1ccc(Br)s1
    -17 | 1 | -1% | 1.0% | 16 | -4% | 4 | -2% | 1
COc1ccc(CN(C(=O)Cc2c[nH]c3ccccc23)C(C(=O)NC2CCCCC2)c2ccc(C)o2)cc1 (configuration not stated)
    -18 | 2 | -3% | 4.7% | 3 | 2% | -3 | -4% | -5
Cc1ccc(C(=O)NC(C)CCc2ccccc2)cc1[N+](=O)[O-] (configuration not stated)
    -62* | 0 | 2% | -0.9% | 17 | 5% | -6 | -2% | -28
O=C(O)c1nccnc1C(=O)Nc1ccc(Cl)cc1Cl
    -6 | 18 | -4% | 0.6% | 1 | 1% | 1 | 12% | 3
Cc1ccc(-c2nc(NCc3ccco3)n(S(C)(=O)=O)n2)cc1
    -15 | -3 | 10% | 2.6% | 2 | -1% | -1 | 13% | 6
O=C(C1CCCN(S(=O)(=O)c2cccs2)C1)N1CCc2ccccc2C1 (configuration not stated)
    -17 | -5 | -1% | 1.8% | 9 | -8% | 0 | 0% | 5
Nc1cc2c(cc1Cl)-c1ccc(Cl)cc1C2=O
    nt | 3 | 1% | nt | nt | -1% | nt | -6% | nt
Cc1ccc(-c2nc(CS(=O)(=O)CC(=O)NC(C)CCc3ccccc3)c(C)o2)cc1 (configuration not stated)
    -7 | -25 | -5% | 5.1% | 4 | -1% | 1 | 0% | 7
CCOc1ccc(-n2c(C)nc3cc(C(=O)NCc4ccc(C)cc4)ccc32)cc1
    10 | -10 | -3% | 5.3% | 0 | 1% | -3 | -22% | 11
CCNc1nc(NCC)n2c(SCC(=O)N(CC)C3CCCCC3)nnc2n1
    0 | 1 | -3% | -0.4% | 1 | -5% | 0 | -17% | 8
COc1ccc(C(=O)OCC(=O)N2CC(=O)Nc3ccccc32)cc1Br
    -2 | -6 | -2% | 2.5% | 2 | -7% | 0 | -3% | -9
O=C(CCCl)N(Cc1nc2ccccc2c(=O)[nH]1)Cc1cccs1
    -10 | -17 | 0% | 0.0% | 3 | 4% | -3 | -10% | 8
CC(C)(O)C#Cc1ccc(CN2CCN(C3CCCC3)C(CCO)C2)cc1 (configuration not stated)
    -13 | -1 | 3% | 0.9% | 3 | 2% | -3 | 11% | -2
COc1cc(Cn2nnc3ccccc32)cc(Br)c1O
    6 | 6 | -2% | -0.4% | 8 | -2% | -1 | -13% | -3
CCOc1ccc(C(C)=O)cc1NC(=O)/C=C\C(=O)O
    8 | 4 | -2% | 0.7% | 0 | 4% | -5 | -1% | 6
CC(C)C1=NN2C(=N)CC(=O)N=C2S1
    -2 | -15 | -5% | 1.7% | 2 | 2% | 0 | -19% | nt
O=C(O)CCc1ccccc1OC(=O)c1ccccc1
    4 | -1 | -2% | -2.3% | -1 | -2% | -2 | -6% | 3
CCN1C(=O)CC(C(=O)OC)=C1C
    -5 | 5 | -1% | 0.2% | 3 | 0% | -1 | 3% | -4
C[N+](C)(C)CCCCCCCCCC[N+](C)(C)C
    11 | -17 | -3%&-1%&-4%&-3% | -2.0% | 0 | 1% | -3 | 2% | -2
Cc1ccc(CNC(=O)CN2C(=O)NC(C)(c3ccccc3Cl)C2=O)cc1 (configuration not stated)
    0 | 4 | -6% | -2.0% | 0 | 0% | 1 | 3% | 0
CC(C)CNC(=O)CSc1nnc(-c2ccc(Cl)cc2)n1N
    13 | -16 | -1% | -1.5% | 0 | 1% | 0 | 25% | -9
CCOc1ccccc1/C=c1\sc2ncnn2c1=O
    2 | 0 | -4% | -1.5% | 1 | 5% | 1 | 10% | 2
CCc1noc(C)c1C(=O)N(CC)CC(=O)Nc1cc(Cl)ccc1C
    1 | 2 | -6% | -1.0% | 1 | 1% | -10 | 0% | nt
O=C(Nc1cc(=O)[nH]c2ncnn12)c1ccccc1
    -26 | -2 | -4% | 0.9% | 1 | 3% | -5 | 8% | -7
CC1(C(=O)NNC(=O)c2ccc([N+](=O)[O-])cc2)CC1(Br)Br (configuration not stated)
    -9 | 16 | -2% | -0.6% | 0 | 0% | -1 | 3% | 4
CN(c1ccc(OCC(=O)OCC(=O)Nc2ccc(Br)cc2)cc1)S(=O)(=O)c1cccs1
    -11 | nt | 0% | 0.0% | 6 | -1% | -6 | 6% | -1
CCCCCN(C(=O)CCC(=O)OCC(=O)N1CCC(C)CC1)c1c(N)n(CCCC)c(=O)[nH]c1=O
    0 | -2 | -3% | 2.0% | 2 | -3% | 1 | -6% | 1
CCc1ccc(NC(=O)C2CCCN(c3nnc(C)c4c(C)n(-c5ccccc5)nc34)C2)cc1 (configuration not stated)
    3 | -23 | -3% | 12% | 1 | -2% | -2 | -8% | 3
COC(=O)c1ccc(COC(=O)CNC(=O)c2ccc(C)s2)cc1
    0 | 10 | -3% | -0.3% | 1 | 1% | -9 | -1% | nt
CN(C)C(=O)c1cccn1-c1ncc(C(F)(F)F)cc1Cl
    -6 | 5 | -2% | 1.6% | 2 | -2% | -4 | 14% | 0
O=C(CCS(=O)(=O)c1ccc(Cl)cc1)Nc1nc(-c2ccncc2)cs1
    -11 | -6 | -6% | -1.1% | 7 | -14% | -2 | 8% | -1
CCNC(=O)NC(=O)C(C)OC(=O)CCS(=O)(=O)c1ccc(C)cc1 (configuration not stated)
    4 | -13 | -3% | -0.4% | 3 | 0% | -6 | -2% | -3
CCCC(=O)N1CCN(c2ccc(NC(=S)NC(=O)c3cccc(C)c3)cc2)CC1
    -12 | 4 | -6% | 0.1% | 7 | 8% | -4 | -37% | -4
CCOC(=O)c1c(C)[nH]c(C(=O)COC(=O)CNC(=O)c2ccc(Cl)cc2)c1C
    -16 | 5 | -2% | -0.8% | 0 | 0% | -3 | -4% | -2

# Complete entries, looked up by structure. Screens in order: D1 antagonist	RXFP1 antagonist	GRP78 ERSR act	RXFP1 ag	D1 ag	Vif-APOBEC3G blk	D1 PAM	Vif-A3F inh	D2 PAM
# CC(C)(C)C(=O)Cn1nnc(-c2ccc(C(F)(F)F)cc2)n1 is listed with 1	-2	3%	1.7%	0	2%	-4	0%	-6
# CC(C)C1=NN2C(=N)CC(=O)N=C2S1 is listed with -2	-15	-5%	1.7%	2	2%	0	-19%	nt
